# SENP8 block-1: inhibitors of human SENP8 protease; Q96LD8; recombinant SENP8, Nedd8 substrate fluorescence; inhibition, % at 20 µM; hit rate 0.64% among 360,000; AID 602440; in the data active means inhibition mostly above about 40%, no sharp cut-off; inactive means mostly below about 27%
# Target sequence (Q96LD8 whole entry, looked up): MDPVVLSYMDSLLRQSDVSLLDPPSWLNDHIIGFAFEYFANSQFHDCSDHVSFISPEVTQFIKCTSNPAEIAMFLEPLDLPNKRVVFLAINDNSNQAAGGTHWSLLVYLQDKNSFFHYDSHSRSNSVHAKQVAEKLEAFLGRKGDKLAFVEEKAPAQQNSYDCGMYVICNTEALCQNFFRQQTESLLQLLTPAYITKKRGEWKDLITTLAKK
# SENP1 FRET inh: SENP1 (human) catalytic domain inhibition | Q9P0U3 | recombinant SENP1 catalytic domain, CyPet-SUMO1-YPet FRET cleavage | inhibition, % at 10 µM | hit rate 0.21% among 360,000 | AID 624204;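 active means inhibition at least 30% at 10 µM, raw YFP signal under a set limit, fluorescence ratio 0.5 to 1.5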;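 further: 0% = enzyme with DMSO and 100% = no enzyme wells; some results filed as inactive read as strong as hits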
# Target sequence (Q9P0U3 419-644 limits assumed): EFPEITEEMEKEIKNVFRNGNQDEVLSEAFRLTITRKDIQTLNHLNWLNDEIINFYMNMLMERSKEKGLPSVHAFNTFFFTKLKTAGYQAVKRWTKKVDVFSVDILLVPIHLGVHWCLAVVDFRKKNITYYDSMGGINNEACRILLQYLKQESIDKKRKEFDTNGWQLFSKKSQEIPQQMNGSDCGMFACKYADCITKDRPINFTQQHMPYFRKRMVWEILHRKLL
#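 Material: hSENP1 catalytic domain, recombinant; medium: Tris pH 8 with BME, BSA, NP40 and catalase; compound: single concentration of 10 µM compound, 0.5% DMSO final; technique: FRET read of cyan and yellow fluorescence; timing: 50 min enzyme reaction, room temperature, light-protected; reagent: SFCypet-SUMO1-SFYpet substrate at 25 nM; control set: no-enzyme low, enzyme-DMSO high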
# SENP7 inh: SENP7 protease inhibition; Q9BQF6; recombinant SENP7, Z-RLRGG-aminoluciferin luminescence, 40 min; inhibition, % at 5 µM; hit rate 1.5% among 330,000;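 active means inhibition above about 50% at the single test dose, limit read from the data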;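 further: plate controls were DMSO with enzyme for no effect and no enzyme buffer wells for full effect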
# HKDC1 inhibitor: HKDC1 (human) hexokinase inhibition | recombinant HKDC1, G6PDH/diaphorase resazurin coupled fluorescence | inhibition, % at 20 µM | hit rate 0.16% among 340,000;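 active means inhibition above about 35% when tested at 20 µM, limit read from the data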;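 further: plate controls were DMSO wells with enzyme for no effect and DMSO wells lacking enzyme for full effect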
#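 Test system: Recombinant HKDC1 (HK5) hexokinase enzyme, produced in-house | Input: HKDC1 at 5 µg/mL | Buffer or medium: Tris pH 8.0 buffer with MgCl2, Tween-20, BSA, BME | Schedule: 90 min reaction incubation at room temperature, dark | Technique: Resazurin-to-resorufin fluorescence via G6PDH and diaphorase coupling, 525/613 nm | Controls: DMSO wells with and without enzyme mix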
# NALP3 yeast inh: NALP3 inhibition in yeast. Yeast reconstituted NLRP3/ASC/caspase-1, beta-gal luminescence, 24 h. inhibition, % at 10 µM. hit rate 0.39% among 330,000;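 active means inhibition of 50% or more; inactive means inhibition below 50%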;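 further: plate controls were induced DMSO wells for no effect and uninduced yeast grown without galactose for full effect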
# SENP6 block: SENP6 protease inhibition; inhibition, % at 10 µM; Q9GZR1; Recombinant SENP6 catalytic domain, aminoluciferin luminescence; hit rate 1.8% among 330,000; AID 2599;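 active means inhibition above about 50% at the single tested dose, limit read from the data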;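 further: plate controls were DMSO wells with enzyme for no effect and DMSO wells lacking enzyme for full effect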
# Target sequence (Q9GZR1 628-1112 limits assumed): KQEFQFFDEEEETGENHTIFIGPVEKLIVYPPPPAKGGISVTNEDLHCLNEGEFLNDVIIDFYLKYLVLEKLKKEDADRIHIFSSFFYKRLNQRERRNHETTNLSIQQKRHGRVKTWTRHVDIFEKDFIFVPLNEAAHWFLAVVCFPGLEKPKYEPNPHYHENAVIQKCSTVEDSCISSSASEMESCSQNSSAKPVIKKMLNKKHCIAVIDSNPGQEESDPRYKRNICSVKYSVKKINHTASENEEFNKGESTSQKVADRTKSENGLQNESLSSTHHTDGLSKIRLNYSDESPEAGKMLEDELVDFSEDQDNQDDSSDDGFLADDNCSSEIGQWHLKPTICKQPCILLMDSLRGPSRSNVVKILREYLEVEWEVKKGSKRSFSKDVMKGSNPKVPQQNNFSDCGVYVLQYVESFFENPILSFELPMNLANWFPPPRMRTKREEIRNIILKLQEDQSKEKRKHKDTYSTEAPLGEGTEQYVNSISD
# PfG6PD inh: PfG6PD (Plasmodium falciparum) enzyme inhibition; AID 504690; PfGluPho enzyme, NADPH resazurin-diaphorase fluorescence; hit rate 0.78% among 350,000; inhibition, % at 20 µM;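 active means inhibition reaching at least a set limit at 20 µM in the primary screen, cut at about 59% in these data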;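 further: 0% = DMSO wells with substrate and 100% = DMSO wells lacking glucose-6-phosphate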
# Apaf1 inhib: blocks human Apaf-1 apoptosome activity. inhibition, % at 20 µM. hit rate 0.71% among 330,000. AID 489030. O14727. reconstituted apoptosome caspase-3 activity, DEVD-Rh110 fluorescence; active means inhibition of at least 40% at 20 µM;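 further: plate controls were DMSO wells for no effect and DEVD-CHO caspase inhibitor wells for full effect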
#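 Assay system – apoptosome proteins · Medium – Hepes buffer, pH 7.5 · Also added – cytochrome c with DEVD-Rh110 · Timing – 30 min compound preincubation, 50 min activation, room temperature · Detection – Rh110 fluorescence, excitation 480 nm, emission 540 nm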
# SENP8 block-2: SENP8 protease inhibition; purified SENP8, Z-RLRGG-aminoluciferin cleavage, luminescence; inhibition, % at 10 µM; AID 2540; Q96LD8; hit rate 1.2% among 330,000; in the data active means inhibition above about 50%
# An asterisk follows results filed as active; · = no result given.
Molecule,SENP8 block-1,SENP1 FRET inh,SENP7 inh,HKDC1 inhibitor,NALP3 yeast inh,SENP6 block,PfG6PD inh,Apaf1 inhib,SENP8 block-2
Cc1c(C(=O)N2CCC(C)CC2)oc2ccc3c(c12)C(O)CC1(CCCCC1)O3 (stereo not given),6,1,9,2,18,-6,-5,27,8
CC(C)C(=O)Nc1ncc(Cc2cccc(Cl)c2)s1,1,-5,-1,0,23,-3,14,7,7
O=C1c2ccccc2C(=O)N1CN(C(=O)COc1ccc(Cl)cc1Cl)c1cccc(F)c1,20,2,-2,0,9,-17,-5,6,-8
CCCCn1c(N)c(N(CC(C)C)C(=O)c2ccc(OCC3CCCO3)cc2)c(=O)[nH]c1=O (stereo not given),-2,-2,-2,-6,13,-11,-7,-2,-3
CCc1nnc(NC(=O)c2ccc(N(C)S(=O)(=O)c3ccccc3)cc2)s1,8,-2,2,-11,4,-3,31,6,2
CCC(CO)Oc1cc(NCc2cccc(Cl)c2)c2ncn(C(C)C)c2c1 (stereo not given),-14,-39,19,13,-2,13,37,73*,11
Cc1cccc(C)c1NC(=O)CN1CCN(C(=O)CN2C(=O)NC3(CCCCC3C)C2=O)CC1 (stereo not given),1,2,-8,-1,15,-9,-18,1,-7
CC12CCC(C(=O)NC(c3ccccc3)c3ccccc3)(OC1=O)C2(C)C (stereo not given),10,1,8,4,-1,11,0,-1,2
COc1cc(CC(=O)OCC(=O)N2CC(C)CC(C)C2)cc(OC)c1OC (stereo not given),6,3,0,2,15,-7,-16,3,-5
Cc1ccc(C(=O)NCCc2ccc(F)cc2)s1,14,-6,4,-5,8,-3,5,-6,-4
COCCCn1c(Cc2csc(Nc3ccc(F)cc3)n2)nnc1SCC(N)=O,13,-3,17,-6,13,-14,15,5,3
COc1ccc(C2=CSC3=NCCN23)cc1F,10,1,5,-2,16,-13,37,-17,-6
COC(=O)c1ccc(CN2CCN(C3CCCCC3)C(CCO)C2)cc1 (stereo not given),6,1,-11,-1,-11,11,-3,-8,-2
COc1ccc(N2CC(C)(C)C2=O)cc1,14,1,-2,-9,3,-14,0,-6,-14
CCOc1ccccc1N(CC(=O)Nc1ccccc1C(=O)N1CCCC1)S(C)(=O)=O,8,2,3,-8,8,-10,1,9,2
CCCc1[nH]nc2c1C(c1cn[nH]c1-c1ccc(F)cc1)C(C#N)=C(N)O2 (stereo not given),-2,-12,7,-1,-11,7,23,11,-8

# One compound at a time, from the list above:
# `COC(=O)c1ccc(CN2CCN(C3CCCCC3)C(CCO)C2)cc1` (stereo not given) is listed with SENP8 block-1: 6; SENP1 FRET inh: 1; SENP7 inh: -11; HKDC1 inhibitor: -1; NALP3 yeast inh: -11; SENP6 block: 11; PfG6PD inh: -3; Apaf1 inhib: -8; SENP8 block-2: -2
# `CCOc1ccccc1N(CC(=O)Nc1ccccc1C(=O)N1CCCC1)S(C)(=O)=O` is listed with SENP8 block-1: 8; SENP1 FRET inh: 2; SENP7 inh: 3; HKDC1 inhibitor: -8; NALP3 yeast inh: 8; SENP6 block: -10; PfG6PD inh: 1; Apaf1 inhib: 9; SENP8 block-2: 2

# Remaining list, next part:
Molecule,SENP8 block-1,SENP1 FRET inh,SENP7 inh,HKDC1 inhibitor,NALP3 yeast inh,SENP6 block,PfG6PD inh,Apaf1 inhib,SENP8 block-2
COc1ccc(NC(=O)c2ccc(S(=O)(=O)N(C)C)cc2)cc1OC,28,0,-5,-6,6,5,-21,-18,-2
Cn1nc(C(=O)Nc2ccc(S(=O)(=O)N3CCOCC3)cc2)c2ccccc2c1=O,5,0,-4,2,14,-17,-7,9,-15
COc1ccc(Cc2nnc(NC(=O)C3CCN(C(=O)c4ccco4)CC3)s2)cc1,8,1,0,-2,10,-10,15,17,-1
CC(=O)Nc1cccc(NC(=O)c2c(-c3ccccc3)noc2C)c1,15,3,0,-8,-12,1,7,-7,7
COc1ccc(-c2ccc(C(C)=O)cc2)cc1[C@H]1[C@H]2C=CC[C@@H](C)[C@@H]2C(=O)N1Cc1ccccc1,-498,0,-14,-1,4,-16,9,22,-11
CN(c1ccccc1)S(=O)(=O)c1cc(C(=O)c2nccn2C)ccc1Cl,8,0,-3,-3,34,-4,-5,-11,-2
COc1ccc(N(C(=O)c2snc(C(N)=O)c2N)C(C(=O)NC2CCCC2)c2ccc(C)o2)c(OC)c1 (stereo not given),-308,-13,12,-2,10,-11,14,12,5
Nc1c(-c2cccc(Cl)c2)cnn1-c1cccc(C(F)(F)F)c1,7,2,1,-1,54*,-14,21,20,-6
O=c1oc2ccccc2c(N2CCOCC2)c1[N+](=O)[O-],-1,0,-3,3,8,-5,-14,-2,-14
Cc1nnc(NC(=O)CSc2nnc(Cc3cccn3C)n2-c2cccc(C)c2C)s1,·,·,6,·,8,4,·,10,1
Cc1ccc(SCCC(=O)OC(C(=O)NC(N)=O)C(C)C)cc1 (stereo not given),8,2,6,-1,5,2,-12,12,0
CCC(C(=O)Nc1cnccn1)c1ccccc1 (stereo not given),5,-1,-5,-6,22,-16,-11,-3,-3
CCN(CC)S(=O)(=O)c1ccc(C(=O)NC(=S)N(CCO)Cc2ccccc2)cc1,23,0,-4,2,10,-16,-9,4,5
O=C(CSc1cccc[n+]1[O-])Nc1ccccc1Oc1ccccc1,33,-2,-2,-9,-19,16,15,5,2
Cc1cc(C)cc(N(C(C)C(=O)N2CCOCC2)S(C)(=O)=O)c1 (stereo not given),6,4,-7,-11,2,-15,-5,3,-11
CC(=O)Nc1ccc(NC(=O)Nc2cccc(Cl)c2)cc1,11,1,27,1,-1,34,-1,0,11
COc1ccc(C(=O)CN2C(=O)c3ccccc3C2=O)c(OC)c1C,19,-2,-7,-4,32,2,7,10,-9
COC(=O)c1cc(S(=O)(=O)Nc2nn(C)c3ccccc23)oc1C,4,0,3,-4,15,-3,-3,-3,-1
O=C(Nc1ccccc1)c1nc[nH]c1C(=O)N1CCN(c2ccccc2)CC1,8,4,3,2,11,23,6,6,11
CCOc1ccccc1NC1c2ccccc2C(=O)N1Cc1ccco1 (stereo not given),6,-1,0,2,14,-6,6,16,2
Cn1cc(-c2cc(C(=O)O)on2)cn1,20,0,-5,-6,-2,-13,-3,-3,-12
COCCn1c(C)cc(C(=O)CSc2ccc3ccccc3n2)c1C,10,-4,0,-5,23,-10,11,8,-4
O=C1CC[C@H](O)CCN1CCSc1ccc(Br)cc1,15,1,10,3,13,2,-13,2,0
CC1CCN(C(C)C(=O)Nc2cc(S(=O)(=O)N3CCCCC3)ccc2Cl)CC1 (stereo not given),28,1,-9,2,-5,24,5,17,-12
Cc1ccc(-n2nnc3ccccc3c2=O)cc1C,0,0,46,-5,22,47,-3,-8,20
Cc1csc2nc(=O)c3ccccc3n12,-278,1,·,-5,·,·,-8,·,·
O=C(N/N=C/c1ccc(Cl)cc1)Nc1ccccc1,16,1,-2,2,-12,-38,3,22,-14
COCCCNC(=O)c1ccc(-c2nc3ccccc3nc2-c2ccccc2)cc1,-146,-10,8,2,19,-3,7,-3,2
O=C1c2ccccc2[C@@H]2C[C@@H](O)[C@H](Nc3cccc(C(F)(F)F)c3)CCN12,4,-1,-1,-2,·,·,7,6,·
CC(=O)Oc1ccc2oc(=O)c3c(c2c1)CCCN3C(=O)CN1CCOCC1,-7,1,5,-14,19,-16,-15,3,-3
CCOc1ccc(-n2ccc(=O)c(C(=O)O)n2)cc1,-27,-1,4,0,8,-4,-4,-3,-8
Cc1ccccc1NC(=O)C1CC(=O)OC12CCOC(C)(C)C2 (stereo not given),5,2,8,-1,-20,-9,2,-13,0
Nc1c(C(=O)Nc2ccc(S(=O)(=O)N3CCCC3)cc2)sc2nc3cc4c(cc3cc12)CCC4,-34,46,·,-9,·,·,9,·,·
Cc1cccc(N(C)c2ncnc3onc(-c4ccc(F)cc4)c23)c1C,4,0,-3,-3,32,-11,5,6,3
CCOC(=O)C1=C(C)C2C3C(=O)N(c4ccc(C)cc4C)C(=O)C3C1(C)C1C(=O)N(c3ccc(C)cc3C)C(=O)C21 (stereo not given),17,0,0,-6,-3,-31,9,14,-15
C=C(C)CSC1=C(C#N)C(c2ccccc2)CC(=O)N1 (stereo not given),4,-2,11,-2,19,-10,19,-15,1
COc1ccc(C(=O)CCC(=O)NCCc2c[nH]c3ccccc23)cc1OC,3,-4,-1,4,14,-20,10,-7,-3
Cc1cc(C)cc(NC(=O)CSc2nnc(CNC(=O)c3ccco3)n2C)c1,4,-2,4,-5,10,-11,4,-9,-3
O=C(CNC(=O)c1ccccc1)Sc1ccccc1,8,4,·,-1,·,·,2,·,·
CC(C)c1ccc(N(CC(=O)Nc2ccc(S(=O)(=O)N3CCOCC3)cc2)S(C)(=O)=O)cc1,15,2,-13,0,-2,-11,13,19,-3

# Marked active in NALP3 yeast inh (from the list above):
SMILES | SENP1 FRET inh | SENP7 inh | HKDC1 inhibitor | NALP3 yeast inh | SENP6 block | PfG6PD inh
Nc1c(-c2cccc(Cl)c2)cnn1-c1cccc(C(F)(F)F)c1 | 2 | 1 | -1 | 54* | -14 | 21

# (list continues)
Molecule,SENP8 block-1,SENP1 FRET inh,SENP7 inh,HKDC1 inhibitor,NALP3 yeast inh,SENP6 block,PfG6PD inh,Apaf1 inhib,SENP8 block-2
O=C(Nc1ccc2c(c1)CCC2)C1CCN(c2c3c(nc4ncnn24)CCC3)CC1,3,0,0,14,-14,0,7,-3,-1
CN(C)c1ccc(C(C(=O)NCc2ccccc2)N(Cc2cccnc2)C(=O)c2snc(C(N)=O)c2N)cc1 (stereo not given),-23,0,8,7,-3,2,-10,8,1
COc1ccc(S(=O)(=O)N2CCOCC2)cc1NC(=O)CN1CCCC1,29,2,7,-3,3,-3,12,-9,-1
O=C(Nc1ccccc1-c1ccccc1)c1cc(C(F)(F)F)cc(C(F)(F)F)c1,13,2,1,-11,6,-9,-11,-1,-3
COc1ccccc1NC(=O)c1ccc(-n2ccnc2)c([N+](=O)[O-])c1,7,-2,-7,2,19,-15,-15,11,-6
CCOc1ccc(C(C)=O)cc1CSC(=N)N,14,0,-6,-1,7,3,-10,4,5
CC1(C)Cc2c(sc(NC(=O)c3ccco3)c2C(=O)O)CO1,-58,0,33,-9,13,43,-5,-18,29
CCC(C)Sc1nc2c(c(=O)[nH]1)C(c1cccs1)C1=C(CCCC1=O)N2 (stereo not given),-125,-9,-7,5,14,8,-8,1,11
CCn1cc(C(=O)NCCCN2CCCC(C)C2)c(=O)c2cc(S(=O)(=O)N(C)C3CCCCC3)ccc21 (stereo not given),23,1,11,-3,4,5,-13,5,-12
O=C(Nc1cccc(N2C(=O)C3CCCCC3C2=O)c1)c1ccccc1 (stereo not given),3,0,-6,-5,20,-17,22,-4,10
CCc1nc2nc(C)c(NS(=O)(=O)c3ccc(F)cc3)c(=O)n2[nH]1,-2,0,-6,-5,1,0,-20,-4,1
CCC(CC)c1nnc(NC(=O)C2CCCO2)s1 (stereo not given),14,1,1,1,11,-8,0,4,-10
COc1cccc(CN(C)C(=O)c2ccc3nccnc3c2)c1,-136,-45,7,2,-2,-7,-2,10,1
COc1cccc(C2CCCN2Cc2nc(-c3sccc3C)oc2C)c1 (stereo not given),-84,-25,2,1,14,-27,-3,3,-6
